# Glioma ERSR ind = inducers of ER stress response in human glioma cells; U87-MG GRP78 promoter luciferase reporter, 16 h; Potency, µM, inactives show at the highest dose activation, most hits filed as activators; 0.02% of 420,000 active; AID 602332; further: potency means the concentration at half of the fitted maximal effect; series mostly up to about 76 µM; % of control where 0% means no effect; nearly all actives have a fitted effect of over 35% in size
#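 Stably transfected U87-MG glioma cells carrying a GRP78-based luciferase sensor; 16 h compound incubation. Luminescence end-point read 10 min after Bright-Glo addition at room temperature.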
# D2 PAM = D2 dopamine receptor (human) potentiation | 0.34% of 340,000 active | P14416 | potentiation, % at 10 µM | HEK293 T-REx D2, calcium flux, EC20 dopamine potentiation;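 active means potentiation over 3 SD above the plate norm, cut at about 30% in these data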; further: 0% is about no effect
# Target sequence (P14416 whole entry, looked up): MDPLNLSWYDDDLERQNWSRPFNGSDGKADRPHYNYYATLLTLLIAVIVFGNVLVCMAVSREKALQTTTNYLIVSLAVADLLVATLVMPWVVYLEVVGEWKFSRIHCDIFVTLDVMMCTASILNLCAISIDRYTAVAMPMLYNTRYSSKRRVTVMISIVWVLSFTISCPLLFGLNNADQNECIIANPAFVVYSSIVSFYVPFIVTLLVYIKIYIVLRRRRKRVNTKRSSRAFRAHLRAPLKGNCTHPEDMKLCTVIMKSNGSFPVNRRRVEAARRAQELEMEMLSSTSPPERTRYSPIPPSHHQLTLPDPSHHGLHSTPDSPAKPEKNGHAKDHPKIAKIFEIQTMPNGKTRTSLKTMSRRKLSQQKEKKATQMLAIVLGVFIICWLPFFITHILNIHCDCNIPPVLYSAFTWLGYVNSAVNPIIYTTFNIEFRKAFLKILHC
#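 Potentiation of an EC20 dopamine calcium response measured kinetically over 180 s, after a preceding 180 s compound-only read flagging agonists. Cells: inducible Hek293 Trex D2 line, 4000/well, cultured overnight at 30 C before dye loading.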
# D1 antag = antagonists of human D1 dopamine receptor; P21728; HEK293 TREx D1 cells, calcium flux, dopamine EC80; stronger effect = lower value; activity change, negative = inhibition, % at 10 µM; 3.2% of 360,000 active; AID 504652; in the data active means activity change below about -30%; further: on the % scale 0 is the no-effect control and ±100 the full control effect
#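 HEK293 T-REx cells expressing inducible, force-coupled D1 receptor; no-wash Ca dye, 30–90 min RT. Cmpd → 180 s read at 1 Hz → EC80 DA → 180 s read.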
# D1 agonist = human D1 receptor agonism; P21728; HEK293 T-REx D1 cells, calcium flux, agonist mode; activation, % at 2 µM; 1% of 360,000 active; AID 504660; in the data active means activation above about 30%; further: 0% is about no effect
#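 Tetracycline-induced HEK293 TREx D1 cells, force-coupled to calcium signalling, were dye-loaded with a no-wash calcium kit. Compound was pin-added after a 10 s baseline. Fluorescence was read kinetically at 1 cycle/s for 180 s, with calcium rises flagged as agonism.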
# Vif-A3G inh = inhibitors of Vif-APOBEC3G interaction; 0.076% of 410,000 active; Potency, µM (top dose mostly 46.1 µM), for inactives: at the top dose activity, negative = active, actives largely listed as inhibitors; Q9HC16; HeLa A3G-eYFP + Vif (tagged APOBEC3G with the HIV-1 protein that degrades it), YFP fluorescence, overnight;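 further: potency means the concentration at half of the fitted maximal effect; on the % scale 0 is the no-effect control and ±100 the full control effect; nearly all actives have a fitted effect of over 60% in size; hits raise eYFP signal because A3G escapes Vif-driven loss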
# Target sequence (Q9HC16 whole entry, looked up): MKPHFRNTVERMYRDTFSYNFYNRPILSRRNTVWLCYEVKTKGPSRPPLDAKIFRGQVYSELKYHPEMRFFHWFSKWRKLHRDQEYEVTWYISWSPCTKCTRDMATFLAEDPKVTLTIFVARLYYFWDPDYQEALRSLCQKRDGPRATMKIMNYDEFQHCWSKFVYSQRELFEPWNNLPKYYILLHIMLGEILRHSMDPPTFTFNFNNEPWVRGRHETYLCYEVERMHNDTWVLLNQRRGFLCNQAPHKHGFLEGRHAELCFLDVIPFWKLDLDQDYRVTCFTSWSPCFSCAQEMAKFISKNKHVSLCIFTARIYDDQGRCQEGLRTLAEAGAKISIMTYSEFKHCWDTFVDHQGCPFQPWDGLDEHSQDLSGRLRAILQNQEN
#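 Read-out is eYFP fluorescence (Ex 488/Em 500-530) from Vif-expressing HeLa A3G-eYFP cells; more signal means A3G escaped Vif-mediated degradation. Cells plated overnight, compound pinned in, incubated overnight at 37 deg C.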
# LDHA inh = inhibitors of human lactate dehydrogenase A; 0.15% of 480,000 active; purified LDHA, NADH/diaphorase-resazurin fluorescence; stronger effect = lower value; activity change, % (values are at about 110 or 230 µM); P00338; in the data active means activity change below about -30%;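 further: plate controls were DMSO wells for no effect and wells without enzyme for full effect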
#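 Human LDH5 (2 nM) was incubated with 0.06 mM NADH and 0.2 mM pyruvate for 5 min at room temperature in Tris pH 7.4. Remaining NADH was coupled through diaphorase/resazurin, and resorufin fluorescence was read at 0 and 20 min.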
# Vif-A3F inh = blocks the Vif interaction with APOBEC3F. Potency, µM (titrated, usually from 46.1 µM), without a hit: top-dose activity, negative = active. HeLa A3F-eYFP + Vif (tagged APOBEC3F with the HIV-1 protein that degrades it), YFP fluorescence increase. 0.2% of 390,000 active; further: potency means the concentration at half of the fitted maximal effect; % of control where 0% means no effect; nearly all actives have a fitted effect of over 65% in size
#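 HeLa cells stably expressing Vif plus C-terminally eYFP-tagged A3F were seeded, incubated overnight at 37 deg C, dosed with compound, incubated overnight again at 37 deg C. Yellow fluorescence (Ex 488/Em 500-530) reported blocked Vif-mediated A3F-eYFP degradation.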
# D1 potentiator = potentiators of human D1 dopamine receptor; P21728; HEK293 TREx D1 cells, calcium flux, dopamine EC20 potentiation; potentiation, % at 10 µM; 0.036% of 360,000 active; AID 504651; in the data active means potentiation above about 30%; further: 0% is about no effect
# RXFP1 ag = RXFP1 (human) receptor agonism. AID 2676. Q9HBX9. HEK293T-RXFP1 cAMP TR-FRET, 30 min; response scale: percent of porcine relaxin response, buffer zero. Potency, µM (titrated, usually from 57.5 µM), inactives show at the top dose activation, usual class: activators. 0.3% of 370,000 active; further: potency means the concentration at half of the fitted maximal effect; on the % scale 0 is the no-effect control and ±100 the full control effect; nearly all actives have a fitted effect of over 60% in size; many of its hits are not listed in these tables
#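 cAMP rise read by TR-FRET after 30 min, 37C compound exposure (up to 58 uM) in RXFP1-transfected HEK293 cells with Ro 20174 present. EC50 from Hill-equation fits, with 29 nM porcine relaxin as 100% and buffer as basal.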
# * marks the source's active call; other numbers are inactive results; . = no result given; & = joins results of further samples. Unless noted, the call rests on the fitted dose curve; in most records, active means well fitted curve in the direction sought with a large enough effect; inconclusive means small, poorly fitted or top-dose-only effect, or another doubt; inactive means no such curve, though single readings can be large; an effect the other way counts as inactive or inconclusive. Only part of the results is shown; rates above refer to the full screens.
smiles	Glioma ERSR ind	D2 PAM	D1 antag	D1 agonist	Vif-A3G inh	LDHA inh	Vif-A3F inh	D1 potentiator	RXFP1 ag
O=C(CSc1nnc(SCc2cccc3ccccc23)s1)N/N=C/c1c[nH]c2ccccc12	0.2%	12.5	0.1	-0.4	-14.2%	-0.6	-8.2%	1.1	1.3%
Cc1c(NS(=O)(=O)c2cccc(C(=O)NCc3ccccc3Cl)c2)c(=O)n(-c2ccccc2)n1C	-1.5%	5.3	-3.5	0.2	-1.0%	-1.8	-2.3%	-2.8	0.2%
CC(C)C1Oc2ccccc2N(CC(=O)NC2CCCCC2)C1=O (stereo not given)	0.4%	0.9	-5.4	2.7	-0.5%	0.8	1.5%	-3.2	2.3%
Cc1cc2c(N=NC(=O)C3CC3c3ccccc3)c(O)[nH]c2cc1Br (stereo not given)	-1.8%	-3.7	5.0	1.4	0.0%	-5.1	1.8%	-1.1	-0.3%
COCC(=O)N(C)[C@H]1C[C@H]2c3[nH]c4ccccc4c3CCN2C(=O)[C@H]1[C@H](C)O	-2.7%	.	.	.	-4.5%	-3.2	-0.7%	.	.
O=C(CCc1nnc2ccc(N3CCCC3)nn12)Nc1ccc(F)cc1F	-2.3%	4.5	-15.3	1.7	-0.5%	-3.2	-13.8%	-2.9	13.8%
O=C(CSc1nc2ccccc2c(=O)[nH]1)N1CCCCCC1	6.5%	3.6	1.2	0.7	0.7%	4.8&-3.8	2.6%	-2.9	2.3%
Cc1cc(C)cc(C(=O)NC(CC(N)=O)c2ccc(NCCN3CCOCC3)c([N+](=O)[O-])c2)c1 (stereo not given)	-4.0%	4.6	-2.7	1.4	-0.1%	-0.6	-2.9%	-4.0	0.4%
O=C(NCc1ccco1)c1ccc(S(=O)(=O)N2CCOCC2)cc1	-3.7%	2.7	-8.1	2.5	2.9%	5.8	-4.5%	-10.9	-0.3%
COc1cccc(Cn2c(Oc3cc(C)cc(C)c3)nc3c2c(=O)n(C)c(=O)n3C)c1	-2.4%	-0.6	6.1	1.5	0.9%	-2.4	7.0%	0.6	1.6%
CCOc1ccc(Nc2nc(N)nc(CSC(=S)N3CCN(c4ccccc4)CC3)n2)cc1	-1.4%	-4.7	1.1	0.3	-0.3%	-1.4	1.1%	-3.9	-2.7%
CN(C)S(=O)(=O)c1ccc(C(=O)NCCOc2ccccc2)cc1	-4.9%	-1.2	-6.7	4.0	0.8%	-3.2	3.6%	11.9	-1.4%
CNC(=O)NC(=O)COC(=O)CCCOc1ccc(OC)cc1	2.2%	8.0	6.1	4.4	-5.7%	-7.3	0.6%	1.5	1.3%
CCc1ccc(-c2nc(CS(=O)CC(=O)O)c(C)o2)cc1 (stereo not given)	17.3%	6.3	-11.2	-0.1	0.6%	-3.8	1.8%	9.2	-6.3%
COc1cc(NC(=O)c2cccs2)ccc1NC(=O)c1ccccc1Cl	1.8%	-4.6	-17.0	1.6	-1.5%	-9.0	5.4%	-5.2	2.4%
O=C(c1ccc(NS(=O)(=O)c2cccc(F)c2)cc1)N1CCCC1	-4.0%	17.8	1.2	4.5	-1.4%	-2.1	-18.3%	-1.6	-2.0%
COc1cc(OC)cc(C(=O)N(Cc2nc(-c3cccc(C)c3)no2)C(C)C)c1	2.3%	-1.3	2.4	21.1	-0.8%	-2.9	5.2%	-6.8	1.3%
CCC1CCCCN1C(=O)/C=C/c1ccc2c(c1)OCO2 (stereo not given)	5.9%	3.9	9.3	0.2	-3.9%	1.1	-0.4%	-6.8	1.0%
COc1ccc(CN(C)CC(=O)NC(C)c2ccccc2)cc1OC (stereo not given)	2.9%	.	21.5	-0.2	1.9%	-9.3	8.1%	0.5	0.6%
CN1CCCN(S(=O)(=O)c2cccc(C(F)(F)F)c2)c2nc3ccccc3nc21	-1.0%	-0.4	-23.9	0.7	1.8%	0.0	-16.7%	-9.0	2.0%
COc1ccc(Cc2n[nH]c(=S)n2Cc2ccccc2)cc1Cl	-5.0%	2.4	-25.1	2.7	7.9%	-9.0	0.3%	-3.6	-0.1%
CCOc1ccc(-n2c(SCC(=O)c3ccccc3)nc3c([nH]c4ccccc43)c2=O)cc1	-4.1%	2.9	10.0	1.2	-1.4%	-0.3	0.7%	2.5	1.6%
CCOc1cc(C2C(C(=O)OC)=C(C)NC3=C2C(=O)c2ccccc23)c(Br)cc1OC (stereo not given)	-3.6%	-2.3	-13.4	-0.8	0.6%	-1.9	4.3%	1.7	-0.1%
O=C(Cc1ccccc1)NCCc1cccc(Cl)c1	2.3%	6.7	-55.2*	27.3	-0.7%	-5.8	-5.9%	-8.1	-4.8%
CCN(CC(=O)Nc1c(F)cccc1F)C(=O)c1ccc(Sc2nncn2C)c([N+](=O)[O-])c1	-3.0%	-1.2	-1.9	5.5	-2.5%	7.0	5.6%	2.9	0.8%
CC(C)CNC(=O)c1cccc(NC(=O)c2ccc(Cl)c([N+](=O)[O-])c2)c1	11.8%	2.2	-3.7	7.9	0.7%	-2.4	0.0%	1.4	2.5%
Cc1c(NC(=O)Nc2ccccc2Cl)sc(=S)n1C	-0.3%	37.0*	-8.2	-0.8	0.7%	-1.2	-15.0%	3.5	4.5%
NNC(=O)c1oc2nc(-c3cccs3)cc(-c3ccco3)c2c1N	.	-7.2	-6.1	9.8	.	.	.	-0.5	2.1%
COc1ccc(C(=O)NNC(=O)CSc2nnc(C3CC3)n2C)cc1	6.6%	-1.9	-13.3	2.2	0.0%	0.4	-13.8%	-6.1	2.7%
CCOC(=O)c1ccc(N2C(=O)c3n[nH]c(-c4cccs4)c3C2c2ccc(C(C)(C)C)cc2)cc1 (stereo not given)	-3.5%	1.6	34.9	17.8	-2.5%	-2.9	-23.7%	5.7	0.7%
N#Cc1c(N2CCCCC2)nc(N2CCCCC2)c2c1CCN(Cc1ccccc1)C2	-0.9%	-31.0	24.5	-1.7	-0.2%	-0.4	-10.4%	-0.8	2.0%
CC1CN(C(=O)NCc2ccccc2)c2cc(Cl)ccc2O1 (stereo not given)	-1.7%&-1.3%	0.9	-10.7&1.2	1.4&0.2	-1.1%&0.7%	0.4&-0.7	-15.6%&-2.2%	-6.8&-5.2	1.4%&-0.7%
CC(C)(C)c1cc(NC(=O)CSc2nnc(NCc3ccccc3)s2)n(-c2ccccc2)n1	-2.9%	6.5	11.1	-1.7	2.4%	-0.9	1.5%	0.8	-0.1%
Cc1ccc2c(-c3csc(N)n3)c[nH]c2c1	.	4.9	-1.7	4.2	.	.	.	-1.8	-0.8%
Cc1c(OCC(=O)NCCCN2CCCC2=O)ccc2c3c(c(=O)oc12)CCC3	-4.5%	-7.1	17.7	1.8	2.6%	-2.2	-6.3%	3.5	8.6%
COc1ccccc1N1CCN(C(=O)c2cnn3cccnc23)CC1	.	-1.0	-12.3	4.4	.	.	.	0.1	1.8%
CCOC(=O)C1=C(C(=O)OCC)N(Cc2ccccc2)CCC1=O	-1.6%	.	.	.	0.8%	-5.8	3.1%	.	.
CN(C(=O)COC(=O)c1n[nH]c2ccccc12)C1CCS(=O)(=O)C1 (stereo not given)	-4.3%	.	-8.0	2.2	2.0%	7.1&-0.3	-5.5%	-2.5	0.0%
Cn1c(NCCCO)nc2c(c1=O)C1(CCCCC1)Cc1ccccc1-2	-4.3%	9.7	0.6	4.3	0.4%	-5.1	-9.6%	3.3	6.3%
Cc1nc2ccccc2c(=O)n1NC(=O)/C=C/c1ccc(Br)cc1	-1.8%	1.5	12.0	4.3	-3.1%	-6.9	0.8%	0.1	0.4%
CC(C)=NNC1=NC(C)(C)Cc2ccccc21	-5.8%	-2.1	-21.5	2.6	-5.0%	5.2	0.8%	-5.3	0.9%
CCCCCC1CCC(c2ccc(C(N)=O)cc2)CC1 (stereo not given)	-3.0%	.	11.1	3.9	-0.8%	-3.1	-1.9%	-7.1	-3.1%
COc1cccc(N/N=C(\C#N)S(=O)(=O)C(C)(C)C)c1	-4.7%	0.2	3.9	6.7	-7.1%	-3.8	1.8%	-1.1	2.1%
O=C1Cc2ccccc2C(=O)N1c1ccccc1	-2.9%	.	-10.5	0.3	-0.5%	8.3	4.1%	-8.0	3.7%
O=C(COC(=O)C1CCN(c2ccc(C(F)(F)F)cn2)CC1)NCc1ccc(F)cc1	-0.2%	4.8	-6.4	0.7	-2.0%	3.6	2.0%	-4.3	0.5%
FC(F)(F)COc1nc(N/N=C/c2cccnc2)nc(N2CCCCC2c2ccccn2)n1 (stereo not given)	-4.1%	10.6	-15.6	5.3	-1.1%	-2.6	-10.0%	-1.4	-0.1%
N#Cc1ccc(C(=O)NC2CCCCCCC2)cc1	2.2%	-1.7	-2.4	2.2	0.2%	-5.4	0.2%	-0.1	-0.5%
Cc1cc2ncc(C(N)=O)cn2n1	-2.6%	4.0	-17.0	-0.9	0.3%	-8.9	-22.6%	5.0	0.4%
Cc1nc(Cl)sc1C(=O)NC(C)c1ccc(Cl)cc1 (stereo not given)	-3.7%	-7.9	-25.7	12.7	0.2%	-3.8	2.5%	-4.0	0.5%
O=C(Nc1nccs1)c1ccc(Cl)c(S(=O)(=O)N2CCOCC2)c1	-6.7%	0.7	16.5	-0.3	-2.5%	-2.2	.	-8.4	0.1%

# Whole records, looked up by structure.
# O=C1Cc2ccccc2C(=O)N1c1ccccc1 is listed with Glioma ERSR ind = -2.9%; D2 PAM = .; D1 antag = -10.5; D1 agonist = 0.3; Vif-A3G inh = -0.5%; LDHA inh = 8.3; Vif-A3F inh = 4.1%; D1 potentiator = -8.0; RXFP1 ag = 3.7%
# O=C(COC(=O)C1CCN(c2ccc(C(F)(F)F)cn2)CC1)NCc1ccc(F)cc1 is listed with Glioma ERSR ind = -0.2%; D2 PAM = 4.8; D1 antag = -6.4; D1 agonist = 0.7; Vif-A3G inh = -2.0%; LDHA inh = 3.6; Vif-A3F inh = 2.0%; D1 potentiator = -4.3; RXFP1 ag = 0.5%
